RAD54 branch – inhibitors of human RAD54 branch migration, primary screen, biochemical, fluorescence, single point. inhibition, % at 10.4 µM. DNA repair and recombination protein RAD54-like (Homo sapiens), Q92698. RAD54 Holliday junction branch migration, FAM/BHQ fluorescence. 0.14% of 360,000 active. AID 602329, 2012;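 active means mean normalized replicate activity at least 40 and at least half of replicates scoring 40 or more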;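 further: 0% = median of neutral control wells and 100% = median of positive control wells; inhibitors cause a drop in the FAM fluorescence signal; in these data hits start at about 50%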
RAD52 inh – RAD52 DNA annealing inhibitors, primary screen, biochemical, FRET, single point, set 2; DNA repair protein RAD52 homolog (Homo sapiens), P43351; AID 651710, 2012; recombinant RAD52 DNA annealing, FRET fluorescence; inhibition, % at 18.7 µM; 0.46% of 360,000 active;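 active means every replicate showing at least 50% inhibition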
Casp6 inh – human caspase-6 inhibitors, primary screen, biochemical, VEID-R110 fluorescence, single point, set 2; 0.53% of 350,000 active; purified caspase-6, Z-VEID-R110 cleavage fluorescence; AID 686996, 2013; inhibition, % at 12.5 µM;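 active means mean inhibition across replicates at least about 35%, with every replicate also reaching that limit, limit read from the data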;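 further: 0% = median of neutral control wells and 100% = no fluorescence left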
Target sequence (P55212 24-179 limits assumed): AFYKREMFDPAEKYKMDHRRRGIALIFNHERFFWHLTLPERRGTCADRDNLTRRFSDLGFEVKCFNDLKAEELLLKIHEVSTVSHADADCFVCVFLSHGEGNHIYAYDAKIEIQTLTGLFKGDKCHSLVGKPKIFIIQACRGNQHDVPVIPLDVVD
Target sequence (P55212 194-293 limits assumed): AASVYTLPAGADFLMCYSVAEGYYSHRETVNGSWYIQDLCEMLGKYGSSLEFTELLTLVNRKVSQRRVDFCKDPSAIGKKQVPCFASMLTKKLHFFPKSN
PglD inh – C. jejuni PglD acetyltransferase inhibitors, primary screen, biochemical, DTNB colorimetric, single point; UDP-N-acetylbacillosamine N-acetyltransferase PglD (Campylobacter jejuni); purified PglD enzyme, DTNB colorimetric CoA detection; inhibition, % at 12.5 µM; 0.098% of 360,000 active; in the data active means inhibition above about 16%, passing the limit was not always enough; further: strong numbers were not always called active
E-sel inducer – E-selectin induction in HUVECs, primary screen, imaging, HUVEC, immunofluorescence imaging, single point; 0.37% of 260,000 active; activation, % at 7.58 µM; normalized: neutral wells 0, TNF-alpha wells 100; P16581;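 active means mean E-selectin-positive cell signal at least 10% of the positive control, reached in at least 60% of replicates, without over 20% cell loss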;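 further: in these data hits start at about 27%; measured in HUVEC primary endothelial cells; signal is the percent of cells scored E-selectin positive by PE staining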
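System: HUVEC / Compound: single concentration / Signal: immunofluorescence imaging / Read-out: percent E-selectin-positive cells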
ARNT-TACC3 inh – disruptors of ARNT/TACC3 protein interaction, primary screen, biochemical, AlphaScreen, single concentration; AID 623870, 2012; inhibition, % at 9.99 µM; AlphaScreen His-ARNT PAS-B/GST-TACC3 binding, luminescence; TACC3 fragment carries E629A point mutation; 0.66% of 390,000 active; Transforming acidic coiled-coil-containing protein 3 (Homo sapiens), Q9Y6A5;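 active means mean inhibition of replicates at least 50% and at least half of replicates each reaching 50%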;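 further: 0% = complete ARNT plus TACC3 wells and 100% = ARNT alone without TACC3; many hits fall short of the cut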
ERp5 inh – inhibitors of ERp5-driven insulin aggregation, primary screen, biochemical, turbidity, absorbance 650 nm, single point; 90 min; inhibition, % at 9.99 µM; 0.05% of 350,000 active; AID 651711, 2012;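 active means mean replicate inhibition above about 25%, with every replicate also reaching it, limit read from the data, passing the limit was not always enough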
Target sequence (Q15084 whole entry, looked up): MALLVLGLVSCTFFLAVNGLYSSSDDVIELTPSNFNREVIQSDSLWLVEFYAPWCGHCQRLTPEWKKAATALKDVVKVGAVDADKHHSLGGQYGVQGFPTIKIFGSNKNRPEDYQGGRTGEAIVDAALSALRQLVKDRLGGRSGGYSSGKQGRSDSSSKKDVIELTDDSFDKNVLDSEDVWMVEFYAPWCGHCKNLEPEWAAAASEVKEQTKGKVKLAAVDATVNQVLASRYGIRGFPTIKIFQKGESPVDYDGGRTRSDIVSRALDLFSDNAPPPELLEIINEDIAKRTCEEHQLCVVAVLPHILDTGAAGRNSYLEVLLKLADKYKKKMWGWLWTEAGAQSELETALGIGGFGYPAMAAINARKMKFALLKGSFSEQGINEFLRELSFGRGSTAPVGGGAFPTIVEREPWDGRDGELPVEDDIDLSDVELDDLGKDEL
esBAF inh – Bmi1 luciferase reporter increase in mESCs, primary screen, esBAF inhibitor project, mouse ES cells, Bmi1 luciferase knock-in, single point | AID 602393, 2012 | 24 h; 100% = twice the neutral-well signal | reporter increase, % at 12.5 µM | 2% of 350,000 active; in the data active means activation above about 40%;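 further: 0% = median of the plate's neutral control wells and 100% = double that signal; a rise in the Bmi1 reporter signal indicates esBAF inhibition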
* hit, by the source's call; / = no result given. This is a random part of the collection; any-hit rate near 3.2%.

cpd	Structure	RAD54 branch	RAD52 inh	Casp6 inh	PglD inh	E-sel inducer	ARNT-TACC3 inh	ERp5 inh	esBAF inh
1	Cc1noc(C)c1CCC(=O)Nc1cc(Cl)ccc1C(=O)O	4	-2	-1	4	-0.2	/	-1	-2
2	O=C(CN1CCN(c2cccc(Cl)c2)CC1)NC1CCCc2ccccc21 (centres undefined)	0	-20	2	1	0.0	9	5	0
3	COc1ccc(CNC(=O)Cc2c(C(=O)O)[nH]c3ccccc23)c(OC)c1	-4	-8	3	5	0.0	-11	-5	10
4	COc1cn(-c2ccccc2)nc1C(=O)NCc1ccc(C)cc1	-12	-13	3	-2	0.2	-3	-4	1
5	O=C(Nc1nnc(SCc2ccc(Cl)cc2)s1)C1CC(=O)N(Cc2ccccc2)C1 (centres undefined)	-7	-17	5	1	/	-8	3	-14
6	COc1cccc(NC(=S)N(Cc2ccccn2)Cc2ccccc2Cl)c1	-7	-1	-3	-1	-0.7	-3	5	/
7	CN(C)CCNC(=O)Cn1c(=O)c2cccn2c2ccc(F)cc21	9	0	-3	4	0.1	10	0	-7
8	CN(CC(=O)Nc1ccc(F)cc1)C(=O)CN1C(=O)c2ccccc2C1=O	-9	-2	0	4	/	3	-15	7
9	O=C([C@@H]1[C@@H](CO)[C@@H]2Cn3c(ccc(C4=CCCCC4)c3=O)[C@H]1N2)N1CCC(Cc2ccccc2)CC1	-19	-8	1	-1	0.0	-6	1	2
10	Cc1nn(C)c(Oc2cccc(Cl)c2)c1C(=O)Nc1ccc(F)cc1	-9	/	/	6	/	-4	/	-13
11	C[C@@H]1CCCCO[C@@H](CN(C)Cc2ccccc2)[C@H](C)CN([C@@H](C)CO)C(=O)c2cc(NS(=O)(=O)c3cn(C)cn3)ccc2O1	-5	2	4	2	-0.2	-33	-5	-2
12	CCC(=O)c1cc(F)c(N2CCN(C(=O)Cc3ccccc3)CC2)cc1C	1	/	/	-2	/	-4	/	-1

Part of the list above, with values under each structure:
Values in the order – RAD54 branch, RAD52 inh, Casp6 inh, PglD inh, E-sel inducer, ARNT-TACC3 inh, ERp5 inh, esBAF inh
1: Cc1noc(C)c1CCC(=O)Nc1cc(Cl)ccc1C(=O)O
→ 4, -2, -1, 4, -0.2, /, -1, -2
2: O=C(CN1CCN(c2cccc(Cl)c2)CC1)NC1CCCc2ccccc21 (centres undefined)
→ 0, -20, 2, 1, 0.0, 9, 5, 0
3: COc1ccc(CNC(=O)Cc2c(C(=O)O)[nH]c3ccccc23)c(OC)c1
→ -4, -8, 3, 5, 0.0, -11, -5, 10
4: COc1cn(-c2ccccc2)nc1C(=O)NCc1ccc(C)cc1
→ -12, -13, 3, -2, 0.2, -3, -4, 1
5: O=C(Nc1nnc(SCc2ccc(Cl)cc2)s1)C1CC(=O)N(Cc2ccccc2)C1 (centres undefined)
→ -7, -17, 5, 1, /, -8, 3, -14

Additional entries follow.
cpd	Structure	RAD54 branch	RAD52 inh	Casp6 inh	PglD inh	E-sel inducer	ARNT-TACC3 inh	ERp5 inh	esBAF inh
13	O=C(CCCC(=O)OCC(=O)c1ccc(Cl)cc1)NC1CCCCC1	0	-7	-3	8	-0.4	-2	4	-3
14	CCN(C#N)c1nc(N(C)C)nc(N(C)C)n1	-12	/	/	1	/	3	/	-12
15	O=C(N[C@@H]1C=C[C@@H](CC(=O)N2CCCCC2)O[C@@H]1CO)c1ccccn1	-2	-1	1	0	0.2	-5	-4	1
16	CC(=O)NS(=O)(=O)c1ccc(NC(=O)COc2ccc(C(=O)c3ccccc3)cc2)cc1	-12	-17	3	-15	/	-4	3	/
17	N#C[C@H]1[C@H](c2ccccc2)[C@@H](CO)N1C(=O)c1cc(Cl)cc(Cl)c1	0	6	0	4	-0.2	-19	-1	7
18	CN(CCOc1ccccc1)C(=O)c1cc(S(=O)(=O)N2CCCCC2)ccc1Cl	-2	-2	3	5	/	1	2	4
19	CCCNC(=O)Nc1ccc(F)c(Cl)c1	/	-5	-2	/	/	8	-11	7
20	CCOc1ccccc1NC(=O)c1cccc(NC(=O)CC(c2ccccc2)c2ccccc2)c1	0	-24	-1	6	/	-3	0	-4
21	C[C@@H]1CN([C@@H](C)CO)C(=O)c2cc(NC(=O)C3CCCCC3)ccc2O[C@@H]1CN(C)C(=O)Nc1ccc2c(c1)OCO2	-1	-12	-2	1	-1.2	-4	-2	3
22	FC(F)(F)COc1cc(-c2nnc(SCc3ccccc3)n2Cc2ccco2)cc(OCC(F)(F)F)n1	/	-3	-1	/	0.1	-7	4	/
23	C=CCn1c(SCC(C)=O)nnc1-c1ccc2ncccc2c1	6	-8	1	3	-0.1	-4	2	0
24	CN(C)CCCNC(=S)Nc1ccc(-c2ccccc2)cc1	10	3	-50	6	/	3	0	1

7 entries from above, in transposed form.
17. N#C[C@H]1[C@H](c2ccccc2)[C@@H](CO)N1C(=O)c1cc(Cl)cc(Cl)c1
18. CN(CCOc1ccccc1)C(=O)c1cc(S(=O)(=O)N2CCCCC2)ccc1Cl
19. CCCNC(=O)Nc1ccc(F)c(Cl)c1
20. CCOc1ccccc1NC(=O)c1cccc(NC(=O)CC(c2ccccc2)c2ccccc2)c1
21. C[C@@H]1CN([C@@H](C)CO)C(=O)c2cc(NC(=O)C3CCCCC3)ccc2O[C@@H]1CN(C)C(=O)Nc1ccc2c(c1)OCO2
22. FC(F)(F)COc1cc(-c2nnc(SCc3ccccc3)n2Cc2ccco2)cc(OCC(F)(F)F)n1
23. C=CCn1c(SCC(C)=O)nnc1-c1ccc2ncccc2c1
entry no. | 17 | 18 | 19 | 20 | 21 | 22 | 23
RAD54 branch | 0 | -2 | / | 0 | -1 | / | 6
RAD52 inh | 6 | -2 | -5 | -24 | -12 | -3 | -8
Casp6 inh | 0 | 3 | -2 | -1 | -2 | -1 | 1
PglD inh | 4 | 5 | / | 6 | 1 | / | 3
E-sel inducer | -0.2 | / | / | / | -1.2 | 0.1 | -0.1
ARNT-TACC3 inh | -19 | 1 | 8 | -3 | -4 | -7 | -4
ERp5 inh | -1 | 2 | -11 | 0 | -2 | 4 | 2
esBAF inh | 7 | 4 | 7 | -4 | 3 | / | 0

Further results follow.
cpd	Structure	RAD54 branch	RAD52 inh	Casp6 inh	PglD inh	E-sel inducer	ARNT-TACC3 inh	ERp5 inh	esBAF inh
25	Cc1ccc(S(=O)(=O)Nc2ccc3c(c2)CC(=O)N([C@H](C)CO)C[C@H](C)[C@@H](CN(C)S(=O)(=O)c2ccc(C)cc2)O3)cc1	2	18	-2	2	0.1	-6	-4	-2
26	CCOc1ccc(C(=O)Nc2nccs2)cc1[N+](=O)[O-]	/	-24	-1	/	/	-9	2	/
27	COc1ccc(NC(=O)Nc2ccc3c(c2)C(=O)N([C@@H](C)CO)C[C@H](C)[C@@H](CN(C)Cc2ccncc2)O3)cc1	-5	12	1	-3	1.4	-26	-2	-3
28	Cc1cccc(N2CCN(C(=O)c3ccc(NS(=O)(=O)c4c(C)noc4C)cc3)CC2)c1C	6	/	/	2	/	0	/	-3
29	COC(=O)c1ccc(Nc2nc(-c3ccncc3)nc3ccccc23)cc1	-16	-18	2	-2	0.2	-2	0	0
30	Cc1cccc(C)c1OCC(=O)N/N=C/c1cc2c(cc1[N+](=O)[O-])OCO2	0	-12	-2	4	/	4	-1	5
31	C[C@H]1CN([C@@H](C)CO)S(=O)(=O)c2ccc(C#CC3CC3)cc2O[C@H]1CN(C)C(=O)C1CCC1	5	-15	1	-2	0.4	3	6	4
32	O=C(Oc1ccc2cc(Br)ccc2c1)c1cccnc1	-2	/	/	4	/	5	/	7
33	CO[C@H]1CN(C)C(=O)c2ccc(NS(C)(=O)=O)cc2OC[C@H](C)N(C(=O)CN(C)C)C[C@@H]1C	5	-6	-1	4	0.3	2	0	-3
34	CCS(=O)(=O)N1CCCC(C(=O)NCCCN(C)Cc2ccccc2)C1 (centres undefined)	-17	/	/	-7	/	4	/	3
35	CCCC1=NN2C(=N)/C(=C\c3ccc(SCc4ccco4)o3)C(=O)N=C2S1	-23	/	/	-12	/	9	/	-4
36	Cc1cccc(C)c1NC(=O)C1(N(Cc2ccco2)C(=O)Cn2nnnc2N)CCCCC1	/	-5	-2	/	-1.3	5	2	/
37	COc1cccc(/C=N/N2CCN(Cc3ccccc3)CC2)c1O	-18	2	-6	1	0.0	18	-2	28
38	CC(C)c1ccc(C(=O)N2CCCCC2c2cc(C(=O)Nc3ccncc3)no2)cc1 (centres undefined)	5	-43	/	0	2.6	/	0	-1
39	C/C(=N\NC(=O)COc1ccc(C(C)(C)C)cc1)c1ccccc1	8	1	3	4	/	-5	1	0
40	CNC(=S)N1CCN(C(c2ccccc2)c2ccccc2)CC1	/	-6	3	/	/	-1	3	/
41	CCC(NC(=O)C1CCCC1)c1ccccc1 (centres undefined)	-6	-2	8	-3	/	-6	/	/
42	O=C(NCc1cc2ccccc2[nH]1)c1ccccc1F	5	-6	1	-5	0.1	20	-1	13
43	C[C@@H](NC(=O)[C@H]1[C@H](CO)[C@H]2Cn3c(ccc(-c4ccccc4)c3=O)[C@@H]1N2C)c1ccccc1	-1	14	-1	-3	-0.3	-6	2	0
44	O=C(Nc1ccc(Cl)cc1)c1csc([C@@H]2O[C@H](CO)[C@@H](O)[C@H]2O)n1	5	5	-3	2	-0.4	/	-3	45*
45	O=C(Nc1ccc2c(c1)OCO2)N[C@H]1CC[C@@H](CCNC(=O)C2CCOCC2)O[C@H]1CO	-12	6	-10	5	0.4	-1	-2	3
46	CO[C@@H]1CN(C)C(=O)c2ccc(NS(=O)(=O)c3cn(C)cn3)cc2OC[C@@H](C)N(CCC(F)(F)F)C[C@@H]1C	-9	7	1	5	-0.2	-14	-3	-6
47	O=C(C[C@H]1C[C@H]2c3cc(NC(=O)Cc4ccncc4)ccc3O[C@H]2[C@@H](CO)O1)NCc1ccc(-c2ccccc2)cc1	-10	-2	2	3	-0.2	3	4	9
48	CC(=O)c1c(C)[nH]c(C(=O)Nc2cc(S(=O)(=O)N(C)C)ccc2C)c1C	/	-26	4	/	/	1	2	/
49	Cc1ccc(CNC(=O)C2CCC(=O)N(Cc3ccccc3F)C2)s1 (centres undefined)	5	-1	2	-1	/	1	4	4
50	Cc1c(CCC(=O)O)c(=O)oc2cc(OCc3ccccc3F)ccc12	-4	-11	0	4	0.0	-2	1	7
51	N#C/C(=C\c1ccc2c(c1)OCCO2)C(=O)Nc1nccs1	-2	-42	-1	-1	/	7	3	8
52	CC1CCCCC1NC(=O)COC(=O)c1ccc2ncsc2c1 (centres undefined)	-11	5	7	6	-1.4	-11	-1	25
53	CNC(=O)c1cc(OCC(F)(F)F)ccc1OCC(F)(F)F	/	-1	0	/	-2.3	-4	-4	/
54	CCCCCn1cnnc1SCC(=O)c1c(N)n(C2CC2)c(=O)[nH]c1=O	-5	-12	-1	2	0.1	2	7	-1
55	CCC(=O)Nc1ccc2c(c1)C(=O)N(C)C[C@H](OC)[C@H](C)CN(C(=O)C1CC1)[C@@H](C)CO2	5	-10	-2	-2	-0.1	-8	0	-5
56	O=[N+]([O-])c1ccc(Cl)c(S(=O)(=O)n2ccnc2)c1	4	-16	9	-2	-0.1	18	1	/
57	CC(C)CC(=O)c1c(O)cc(O)c2c1OC1=C(C(=O)C(C)(C)C(=O)C1(C)C)C2CC(C)C (centres undefined)	/	-6	1	/	0.2	/	-3	/
